High-throughput results (PubChem)
iPSC survival up: enhancers of single-cell hiPSC survival, primary screen, ATPlite luminescence; 100% = ROCK inhibitor wells, 0% = DMSO; survival enhancement, % at 20 µM; hit rate 0.044% among 360,000; in the data active means survival enhancement above about 18%;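 further: cells exposed to compounds for 16 hours before the ATP read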
Glyco luc inh: increase of ERlucT glycosylation luciferase signal, primary screen, N-linked glycosylation inhibitor project, D54 ERlucT cells, luminescence, set 2. D54 ERlucT glycosylation luciferase reporter, 24 h; percent of 100 nM tunicamycin response. reporter increase, % at 12.5 µM. hit rate 0.23% among 360,000. AID 588692, 2011;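 active means mean luciferase reporter signal, scaled so untreated is 0 and the glycosylation-blocking control 100, at or above a set limit in every replicate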;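 further: luciferase carries N-glycosylation sites so blocking glycosylation raises the light; 0% = median of neutral control wells and 100% = median of 100 nM tunicamycin wells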
ABCB6 inh MLPCN: ABCB6 transporter inhibitors, primary screen, K562-ABCB6 cells, flow cytometry, MLPCN library; ATP-binding cassette sub-family B member 6 (Homo sapiens), Q9NP58; K562-ABCB6 porphyrin accumulation, 1 h; stronger effect = lower value; fluorescence ratio to DMSO, % at 10 µM; hit rate 0.19% among 360,000;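 active means fluorescence ratio to DMSO below 75%, the collection mean minus 3 SD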;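 further: signal is porphyrin accumulated inside mitochondria; 100% equals median channel fluorescence of DMSO control wells; lower ratio means ABCB6 inhibition with less porphyrin fluorescence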
MC4R antagonist: MC4R antagonists of cAMP signaling, primary screen, cell-based, TR-FRET, antagonist arm of biased-ligand search; Melanocortin receptor 4 (Homo sapiens), P32245; hit rate 0.48% among 360,000; MC4R-expressing cells, MTII-stimulated cAMP, LANCE TR-FRET; AID 540295, 2011; inhibition, % at 6.5 µM;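 active means inhibition above its plate's cutoff, the mean of tested wells on that plate plus 3 SD, cut at about 29% in these data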;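 further: 0% = Melanotan II alone and 100% = Melanotan II plus saturating MCL0020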
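Material – human MC4R-expressing U2OS cells · Repeats – no replicates · Detection – TR-FRET with Eu-cAMP and labeled anti-cAMP, 671 nm · Times – compound 30 min, challenge 1 h, detection 1 h · Compound – single nominal compound dose of 6.5 µM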
HTR2A ag: mouse Htr2a agonists via beta-arrestin recruitment, primary screen, cell-based, luminescence; 5-hydroxytryptamine receptor 2A (Mus musculus), P35363; CHO-K1 mHTR2A beta-arrestin complementation; percent of 30 µM serotonin response; activation, % at 7.6 µM; hit rate 0.66% among 360,000;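 active means activation above a run cutoff, the mean activation of all tested compounds plus 3 SD, cut at about 14% in these data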;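 further: 0% = plate median of compound wells and 100% = 30 µM serotonin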
H9c2 protect: cardioprotection against H2O2-induced cell death, primary screen, uHTS, H9c2 cells, ATPLite luminescence; H9c2 cardiomyocytes, H2O2 injury protection, 2 h; protection from H2O2 cell death, % at 20 µM; hit rate 0.63% among 360,000; AID 588492, 2011;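 active means compounds giving at least 50% protection of heart cells from peroxide-induced death in the single-dose screen, raw or plate-pattern-corrected value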;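 further: 0% = DMSO wells with peroxide and 100% = DMSO wells without peroxide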
Granule exo inh: LAMP-1 surface exposure blockers, TALL-104 cells – cell-based, flow cytometry, MLPCN library, primary screen | TALL-104 LAMP-1 surface exposure; cells stimulated with thapsigargin and PMA | inhibition, % at 10 µM | hit rate 0.66% among 360,000 | AID 651702, 2012;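 active means inhibition above about 55%, limit read from the data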
MC4R ag barr: MC4R agonists recruiting beta-arrestin, primary screen, cell-based, luminescence, agonist arm of biased-ligand search. Melanocortin receptor 4 (Homo sapiens), P32245. U2OS MC4R beta-arrestin complementation; percent of melanotan II response, DMSO zero. activation, % at 8.9 µM. hit rate 0.98% among 360,000. AID 540308, 2011;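 active means activation above a per-plate cutoff, the mean activation of sample wells on that plate plus 3 SD, cut at about 8% in these data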
ABHD5 PLIN5 PPI: ABHD5-PLIN5 interaction inhibitors, primary screen, cell lysate, split luciferase complementation, luminescence; AID 602281, 2012; hit rate 0.78% among 360,000; inhibition, % at 4 µM; Perilipin-5 (Homo sapiens) + 1-acylglycerol-3-phosphate O-acyltransferase ABHD5 (Homo …; Split G. princeps luciferase complementation, 4 h;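 active means inhibition above the mean inhibition across every tested compound plus 3 SD, cut at about 22% in these data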;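 further: 0% = DMSO only wells and the 100% control is not disclosed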
Target sequence (Q00G26 whole entry, looked up): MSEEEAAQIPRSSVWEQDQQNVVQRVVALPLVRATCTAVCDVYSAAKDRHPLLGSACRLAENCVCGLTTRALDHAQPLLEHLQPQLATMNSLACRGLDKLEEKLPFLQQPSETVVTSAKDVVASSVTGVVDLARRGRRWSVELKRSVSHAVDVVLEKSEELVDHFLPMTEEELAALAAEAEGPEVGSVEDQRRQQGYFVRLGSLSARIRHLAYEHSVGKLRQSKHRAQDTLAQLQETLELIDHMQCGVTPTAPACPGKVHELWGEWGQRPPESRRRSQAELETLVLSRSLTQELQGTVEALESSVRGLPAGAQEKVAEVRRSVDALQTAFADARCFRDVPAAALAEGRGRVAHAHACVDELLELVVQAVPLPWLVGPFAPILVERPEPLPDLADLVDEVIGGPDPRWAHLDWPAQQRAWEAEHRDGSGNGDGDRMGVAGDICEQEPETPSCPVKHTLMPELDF
Target sequence (Q8WTS1 whole entry, looked up): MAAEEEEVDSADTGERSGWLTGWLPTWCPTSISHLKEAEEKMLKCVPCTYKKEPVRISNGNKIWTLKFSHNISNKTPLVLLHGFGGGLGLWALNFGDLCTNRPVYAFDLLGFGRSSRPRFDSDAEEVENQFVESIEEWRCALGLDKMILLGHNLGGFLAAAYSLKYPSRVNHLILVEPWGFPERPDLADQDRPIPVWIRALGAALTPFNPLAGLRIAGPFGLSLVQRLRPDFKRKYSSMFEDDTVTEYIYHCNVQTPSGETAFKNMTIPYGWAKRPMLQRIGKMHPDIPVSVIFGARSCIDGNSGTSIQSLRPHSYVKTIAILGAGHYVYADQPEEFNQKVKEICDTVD
aDG glyco up: activators of alpha-DG glycosylation, primary screen, uHTS, Pro5-aDG cells, AlphaScreen; alpha-DG glycosylation AlphaScreen (IIH6); 0% Pro5, 100% B10-LARGE cell signal; hit rate 0.22% among 360,000; activation, % at 10 µM;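 active means activation of at least 8% versus controls, or a plate z-score of at least 8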;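 further: Pro5 are CHO cells carrying HIG-tagged alpha-DG that lacks glycosylation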
Active calls of the source: *.

Below each compound – iPSC survival up	Glyco luc inh	ABCB6 inh MLPCN	MC4R antagonist	HTR2A ag	H9c2 protect	Granule exo inh	MC4R ag barr	ABHD5 PLIN5 PPI	aDG glyco up
- COc1ccc(-c2nc(NC(=O)Cn3c(=O)oc4ccccc43)sc2C)cc1
  1.5	1	97	7	-7	4	4	2.5	-10	1.0
- Cc1noc(C)c1CSc1nc2ccccc2c(=O)n1-c1ccc(F)cc1F
  -1.5	15	99	-18	-6	13	19	-2.5	-2	-0.3
- O=C(CCn1nc(-c2ccccc2)c2ccccc2c1=O)NCC1CCCO1 (stereo not drawn)
  -3.0	1	90	-4	-3	28	2	0.3	-8	0.1
- O=C(CSc1ncnc2c1cnn2-c1cccc(Cl)c1)NCC1CCCO1 (stereo not drawn)
  -0.3	5	94	7	7	-14	6	-1.4	3	0.2
- Cc1ccc(C)c(NC(=O)CS(=O)(=O)c2c[nH]c3ccccc23)c1
  -1.7	-1	94	2	0	0	0	-1.8	1	-0.1
- CCN1CCN(CCCNC(=O)CCC(=O)N2CC(C)Oc3ccc(C)cc32)CC1 (stereo not drawn)
  -1.0	1	101	9	1	0	0	0.2	-6	-0.1
- Cc1ccc2onc(CC(=O)O)c2c1
  -1.1	-1	101	-1	2	4	-2	-0.8	6	0.2
- Cc1cc2c(cc(C(=O)OC(C(=O)NCc3ccco3)C(C)C)n2C)o1 (stereo not drawn)
  -0.6	-2	85	-9	3	-8	4	2.1	13	0.4
- CCOC(=O)C1CCCN(C(=O)c2ccc3ncsc3c2)C1 (stereo not drawn)
  -1.5	0	90	0	4	-2	-8	-1.2	4	3.0
- Cc1nc2ccccc2c(=O)n1NC(=O)c1ccc(F)cc1Cl
  -1.0	1	99	15	-3	4	-2	1.2	13	0.0
- O=C(NC1CCCCC1)C(c1ccco1)N(C(=O)c1csnn1)C1CCCC1 (stereo not drawn)
  -1.7	-1	89	-2	2	-2	1	-2.7	2	-0.1
- Nc1ccc2c(c1)N1CCN=C1S2
  1.7	1	94	4	4	-3	0	1.4	-2	-0.3
- CCOC(=O)C1C(=O)C=C(c2ccc(C)cc2)CC1c1ccccc1 (stereo not drawn)
  1.3	-1	100	4	0	1	-4	1.1	-1	0.5
- CSc1ccc(Cl)c(C(=O)N2CCN(CC(=O)N3CCCC3)CC2)c1
  0.9	0	98	2	3	8	-1	-2.4	-9	-0.1
- N#C/C(=C\c1ccc(-c2ccccc2[N+](=O)[O-])o1)C(=O)Nc1nc(-c2cccs2)cs1
  -0.8	2	101	14	-4	0	5	-1.9	-9	-0.3
- Nc1ccccc1OCP(=O)(c1ccccc1)c1ccccc1
  -1.6	2	100	3	2	-6	-1	-2.5	-2	-0.2
- CC(C)Cn1c(S(=O)(=O)O)nc2ccccc21
  0.0	1	99	-1	2	-10	4	-0.7	-5	0.0
- CC1CN(C(=O)CNC(=O)COc2ccccc2)CC(C)O1 (stereo not drawn)
  0.9	1	97	3	-4	0	2	-1.3	4	0.1
- C/C(N)=C(/C#N)C(=O)CSc1nnc(NC(C)C)s1
  -0.4	1	102	11	-8	6	0	0.2	-5	0.1
- Cc1ccc(S(=O)(=O)n2nccc2-c2c(-c3ccc(Cl)cc3)noc2C)cc1
  -0.3	-9	97	7	-1	-15	0	0.5	-9	0.3
- O=C(NCC(=O)N1CCOCC1)c1ccc(Br)cc1
  1.4	-1	104	-7	-2	-7	-4	-1.6	2	0.1
- Cc1cccc(C(C)C)c1NC(=O)c1ccc(CN(c2ccccc2)S(=O)(=O)c2ccccc2)cc1
  0.7	-4	101	12	-2	-1	-3	3.2	-1	-0.2
- O=C(CCS(=O)(=O)Cc1ccccc1)NCCc1ccccc1
  -0.4	1	98	-6	7	5	1	0.5	3	0.0
- CCCCNc1cc(C)nc(N2CCOCC2)n1
  3.7	1	84	-2	2	-3	2	-0.4	-1	-0.1
- CC1CC(=O)N(CC(=O)Nc2ccc(Br)cc2)c2ccccc2S1(=O)=O (stereo not drawn)
  3.7	-4	100	13	-8	-2	-7	-2.4	-2	0.0
- COc1ccc(CNC(=O)O[C@]23C[C@H]4C(=O)N(c5ccccc5)C(=O)[C@H]4C[C@@]2(O)CN(S(=O)(=O)c2ccc(C)cc2)C3)cc1OC
  14	1	99	12	-5	-8	-2	1.4	3	0.2
- CN(C)CCNC(=O)c1ccc2c(c1)N(Cc1ccc(F)cc1)CCS2
  -1.0	-5	107	5	-8	26	1	-1.8	4	0.0
- CCCOc1ccc(OCCCCNC(C)CC)cc1 (stereo not drawn)
  -1.6	-3	97	3	-1	2	-4	-2.6	-2	0.5
- Cc1ccc(NC(=O)CN2C(=O)NC(C)(c3ccccc3)C2=O)c(C)c1 (stereo not drawn)
  -0.7	2	93	7	14	8	-13	0.8	-2	0.0
- COc1ccc(CCNS(=O)(=O)c2ccc(Br)cc2)cc1
  0.1	-2	99	-7	2	4	2	2.1	-2	0.0

Looked up by compound from the list above:
Below each compound – iPSC survival up	Glyco luc inh	ABCB6 inh MLPCN	MC4R antagonist	HTR2A ag	H9c2 protect	Granule exo inh	MC4R ag barr	ABHD5 PLIN5 PPI	aDG glyco up
- Cc1ccc(NC(=O)CN2C(=O)NC(C)(c3ccccc3)C2=O)c(C)c1 (stereo not drawn)
  -0.7	2	93	7	14	8	-13	0.8	-2	0.0
- Nc1ccccc1OCP(=O)(c1ccccc1)c1ccccc1
  -1.6	2	100	3	2	-6	-1	-2.5	-2	-0.2

More records.
Below each compound – iPSC survival up	Glyco luc inh	ABCB6 inh MLPCN	MC4R antagonist	HTR2A ag	H9c2 protect	Granule exo inh	MC4R ag barr	ABHD5 PLIN5 PPI	aDG glyco up
- CC(=O)N1c2c(cc(Br)cc2S(=O)(=O)NCc2ccc(C)cc2)CC1C (stereo not drawn)
  0.8	-1	97	0	-7	-7	45	-0.1	4	0.2
- N#Cc1nc(Cc2ccccc2)oc1NCCN1CCOCC1
  0.4	0	75	-2	-3	-1	1	-0.5	8	-0.1
- O=C(Cc1ccc(Cl)c(Cl)c1)Nc1ccc(SC(F)F)cc1
  -3.2	-4	95	5	2	-10	14	4.1	-14	3.7
- O=C(/C=C/c1ccc([N+](=O)[O-])cc1)c1cccs1
  -0.8	2	87	18	-4	1	0	-0.7	15	0.0
- COC(=O)Oc1ccc(/C=N/NC(=O)CSCc2ccccc2Br)cc1OC
  -3.0	-4	107	2	-6	-33	0	1.3	-1	3.4
- COc1ccc(C(CNC(=O)COc2ccccc2)N2CCCCC2)cc1 (stereo not drawn)
  -0.3	-4	102	6	-8	3	1	-0.2	4	0.3
- O=C(O)CC(c1ccccc1)N1C(=O)c2cccc([N+](=O)[O-])c2C1=O (stereo not drawn)
  -0.8	2	103	-2	-6	-1	-3	-2.3	2	0.1
- COc1cccc(CNC(=O)COc2ccc(C(=O)c3ccccc3)cc2)c1
  -0.6	-1	100	-6	-3	8	49	0.0	7	0.1
- COc1cccc2c1cc1c(=O)n(CC(=O)NC3CCCCC3)nc(C)n12
  0.2	1	95	-1	4	6	-3	-2.0	0	-0.2
- CCn1c(SCC(=O)Nc2nccs2)nnc1C1CC1
  1.1	2	107	3	4	-4	-4	-0.6	10	-0.2
- Cc1ccc(S(=O)(=O)c2cc(Nc3ccccc3)ccc2O)cc1
  -1.2	2	96	3	-2	7	0	0.9	-4	0.0
- O=C1CSC(c2cccnc2)N1c1ccccc1 (stereo not drawn)
  0.1	1	97	14	6	0	4	2.3	4	0.1
- Cc1ccc2c(c1)/C(=N/O)CCS2
  1.1	1	146	-4	-5	4	0	-1.4	-4	-0.2
- CCCN(C(=O)c1cccc(S(=O)(=O)N2CCN(Cc3ccccc3)CC2)c1)C1CCS(=O)(=O)C1 (stereo not drawn)
  0.2	-2	96	5	0	-12	2	2.1	2	0.1
- CCC(=O)N1c2ccc(S(=O)(=O)CCC(=O)N3CCn4c3nc3ccccc34)cc2CC1C (stereo not drawn)
  -0.8	-7	99	-4	4	-2	-2	2.0	13	1.6
- COc1ccccc1CNC(=O)COC(=O)c1sc(C)nc1C
  1.4	1	101	-3	-3	0	7	0.1	-8	0.1
- O=C(COC(=O)c1ncc(Cl)c(Cl)c1Cl)NCc1cccs1
  -0.4	3	99	1	2	-6	-1	-4.0	0	0.1
- COCCCNC(=O)COc1ccc(-c2nccc(-c3ccccn3)n2)cc1
  -1.1	0	95	5	-4	-4	-1	-1.4	4	0.3
- O=C(COc1ccc2ccc(=O)oc2c1)NC(Cc1ccc(Cl)cc1)C(=O)O (stereo not drawn)
  -0.7	-2	94	0	0	-1	-1	-1.1	-2	0.0
- O=C(NC1CCCN(Cc2ccc(Cl)cc2)C1)c1c(F)cccc1F (stereo not drawn)
  -0.6	-2	92	13	-5	0	-1	1.3	4	0.0
- CC(=O)c1cc(C#N)c(N2CCCCC2)nc1C
  -1.4	4	85	5	3	0	0	-1.6	-3	0.0
- NS(=O)(=O)c1ccc(Nc2c([N+](=O)[O-])cncc2[N+](=O)[O-])cc1
  -0.5	1	102	3	-3	-6	1	-0.8	3	0.0
- COc1ccc(CC(=O)Nc2ncc([N+](=O)[O-])s2)cc1OC
  0.8	3	86	-1	0	0	-2	-1.0	-5	0.1
